Screens as filed in PubChem BioAssay.
SRC2 TRFRET art: counter-screen for PPARgamma SRC-2 recruitment agonists: TR-FRET artefact. active compounds read high. TR-FRET ratio at 8 µM. hit rate 0.4% among 200,000; in the data active means TR-FRET ratio above about 2000; further: inactives centre near 1500
PPARg SRC3 recr: promotes SRC-3 coactivator recruitment by human PPARgamma | AID 731 | hit rate 0.26% among 200,000 | biochemical PPARgamma/SRC-3 coactivator recruitment assay | activation, % at 8 µM | P37231; in the data active means activation above about 23%;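 further: 0% = DMSO and 100% = reference agonist; some compounds past the cut are filed as inactive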
Target sequence (P37231 whole entry, looked up): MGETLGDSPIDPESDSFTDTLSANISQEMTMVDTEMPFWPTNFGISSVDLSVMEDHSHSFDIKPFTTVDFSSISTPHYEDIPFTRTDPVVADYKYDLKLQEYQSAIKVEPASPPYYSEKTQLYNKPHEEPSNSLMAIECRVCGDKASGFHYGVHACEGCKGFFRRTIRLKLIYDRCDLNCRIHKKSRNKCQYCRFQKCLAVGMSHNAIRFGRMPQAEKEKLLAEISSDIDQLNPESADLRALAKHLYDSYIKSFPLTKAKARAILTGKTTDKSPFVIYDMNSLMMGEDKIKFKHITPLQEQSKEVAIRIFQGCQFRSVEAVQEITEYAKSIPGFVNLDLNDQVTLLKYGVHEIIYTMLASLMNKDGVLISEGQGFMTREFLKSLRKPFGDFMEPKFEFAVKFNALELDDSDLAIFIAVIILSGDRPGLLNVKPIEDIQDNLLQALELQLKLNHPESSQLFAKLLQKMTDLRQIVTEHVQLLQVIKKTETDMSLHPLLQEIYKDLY
HMGR II inh: E. faecalis class II HMG-CoA reductase inhibition; purified E. faecalis HMGR, NADPH absorbance 340 nm kinetic; inhibition, % at 10 µM; hit rate 0.41% among 190,000; AID 1066;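 active means inhibition above a set limit, the median over all tested compounds plus 3 SD, cut at about 9.5% in these data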;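 further: enzyme runs in reverse so mevalonate oxidation gives rising NADPH absorbance; 0% = complete reaction with DMSO and 100% = background rate lacking mevalonate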
PPARg SRC2 recr: PPARgamma-driven SRC-2 recruitment agonism; P37231; PPARgamma LBD-SRC-2 recruitment, biochemical; activation, % at 8 µM; hit rate 0.34% among 200,000; AID 1032; in the data active means activation above about 22%;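 further: 0% = vehicle and 100% = reference agonist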
PPARg SRC-1 ag: agonists of human PPARgamma SRC-1 coactivator recruitment | hit rate 0.41% among 200,000 | PPARgamma-SRC-1 coactivator recruitment biochemical assay | P37231 | activation, % at 8 µM | AID 631; in the data active means activation above about 19%;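 further: 0% = DMSO and 100% = reference agonist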
TNAP act hiacc: activators of human TNAP at high phosphate acceptor concentration | P05186 | 200,000 tested, under 10 active | activation factor at 20 µM | purified TNAP, CDP-star luminescence, 1 M DEA, 30 min; active compounds read high; 0 = EDTA background, 1 = DMSO-only activity;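 active means activation factor at least 2 at 20 µM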
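Assay system: human TNAP; Input: enzyme diluted 1/800 final; Reagent: CDP-star luminogenic substrate at 100 µM final; Timing: 30 min, room temperature; Signal: luminescence; Evaluation: TNAP activation factor scaled between EDTA and DMSO control wells.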
TNAP inh noacc: TNAP (human) inhibition, acceptor-free conditions; purified TNAP, CDP-star luminescence, 30 min; hit rate 0.26% among 200,000; inhibition, % at 20 µM; P05186;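 active means tissue-nonspecific alkaline phosphatase inhibition above about 50% at 20 µM in the single-dose screen, limit read from the data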;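 further: 0% = DMSO negative control and 100% = EDTA positive control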
bIAP act: intestinal alkaline phosphatase (bovine) activation | purified bovine IAP, CDP-star luminescence, 30 min; active compounds read high; fold of DMSO-control signal, blank-subtracted | AID 1016 | hit rate 0.17% among 200,000 | activation factor at 20 µM;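 active means activation factor of 2 or more at 20 µM, a signal rise over negative controls twice the positive control's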
TNAP inh hiacc: TNAP (human) inhibition, high acceptor; inhibition, % at 20 µM; hit rate 0.03% among 200,000; AID 1135; purified TNAP, CDP-star luminescence, 1 M DEA;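 active means over 50% inhibition of tissue-nonspecific alkaline phosphatase at 20 µM in the single-dose screen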;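 further: plate controls were DMSO wells for no effect and EDTA-quenched wells as full inhibition for full effect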
bIAP inhibitor: blocks bovine intestinal alkaline phosphatase activity | AID 1019 | 190,000 tested, under 10 active | purified bovine IAP, CDP-star luminescence, 30 min | inhibition, % at 20 µM;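 active means over 50% inhibition of intestinal alkaline phosphatase at 20 µM in the single-dose screen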
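System: Purified bovine intestinal alkaline phosphatase (IAP) enzyme | Input: IAP diluted 1/65,000,000 in the well | Also added: CDP-star chemiluminescent phosphatase substrate, 30 µM final | Dosing: 20 µM single dose | Times: Enzyme reaction for 30 min at room temperature | Detection: Luminescence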
* marks the source's active call; other numbers are inactive results.

structure,TNAP inh hiacc,bIAP inhibitor,TNAP act hiacc,PPARg SRC2 recr,HMGR II inh,bIAP act,PPARg SRC-1 ag,PPARg SRC3 recr,SRC2 TRFRET art,TNAP inh noacc
Cc1ccc(-c2cccc(C(=O)NCc3ccccc3)n2)c2ccccc12,0,-8,1,12,-3,1.1,4,2,1557,-4
Cn1c(=NC(=O)COc2ccccc2)sc2ccccc21,-5,-5,1.1,11,2,1.1,6,7,1546,-32
O=c1c2ccccc2nnn1COc1ccc(Cl)cc1Br,-2,-16,1,0,-2,1.2,-8,-2,1489,-12
Cc1ccc(C)c(NC(=O)c2cc3c([nH]c4ccccc43)c(C)n2)c1,-6,24,1.1,1,2,0.8,6,5,1592,-10
CC(=O)c1ccc(N(C(=O)CS(=O)CC(=O)Nc2ccc(F)cc2)C(C(=O)NC2CCCCC2)c2cccs2)cc1 (stereo not given),-1,2,1,11,0,1,3,3,1407,-5
COc1cc2c(cc1NC(=O)Nc1ccc(F)cc1)oc1ccccc12,-4,0,1,0,3,1,1,-1,1676,-14
O=C(CSc1nnc(SCc2ccc(Cl)cc2)s1)N/N=C/c1c(Cl)cccc1Cl,5,4,0.9,9,-3,1,9,3,1534,-10
CCOC(=O)c1snc(-c2ccc(F)cc2)c1N,0,3,1,5,2,1,5,2,1526,-7
CC(=O)Oc1ccc(Cn2cnc3cc4ccccc4cc32)cc1,0,-10,1,6,-6,1.1,5,4,1510,-1
O=C(/C=C/c1ccc(F)cc1)NC(=S)N1CCOCC1,1,-9,1,2,2,1.1,-2,1,1314,1
CC(=O)c1cn(CC(=O)Nc2ccccc2C)c2ccccc12,-7,-2,1.1,5,2,1,-2,-5,1585,-2
COc1ccc(S(=O)(=O)N2CCOCC2)cc1NC(=O)CSc1nnc2ccccn12,-6,-4,1.1,6,2,1,1,-2,1698,-9
COC(=O)c1c(-c2cccc3ccccc23)csc1NC(=O)Cc1ccc(OC)c(OC)c1,-3,-6,1,0,-2,1.1,-3,1,1514,-8
O=C(Nc1nccs1)c1ccc(S(=O)(=O)NCc2cccs2)cc1,-9,5,1.1,2,-7,0.9,0,-6,1470,-4
CC(C(=O)Nc1cccc([N+](=O)[O-])c1)N1CCN(C/C=C/c2ccccc2)CC1 (stereo not given),2,-47,1,5,-2,1.5,4,2,1668,-4
O=C(NC1CCCCC1)c1ccc(CS(=O)(=O)Cc2ccccc2F)o1,-4,2,1,4,0,1,4,1,1541,-9
CN(C(=O)COC(=O)c1nc(-c2ccccc2)n(-c2ccccc2)n1)C1CCS(=O)(=O)C1 (stereo not given),-3,6,1,9,-5,0.9,6,4,1531,-9
COc1c2ccoc2nc2c(OC)c(OCC(OC(C)=O)C(C)(C)O)ccc12 (stereo not given),-3,0,1,7,-4,1,3,-4,1469,-1
CCOc1cc(-c2c(C)c(CC)nc(N)c2C#N)ccc1O,-8,16,1.1,8,-2,0.8,-2,-4,1447,-12
COc1ccc(OC)c(NC(=O)Nc2cccc3ccccc23)c1,1,1,1,4,-3,1,3,-12,1435,-7
Nc1[nH]c(N=NC(=O)c2ccc(F)cc2)c2ccccc12,-6,-19,1.1,2,-2,1.2,-5,4,1562,-44
C/C(=N\NC(=O)CNc1ccccc1Cl)C(C)(C)C,-1,-8,1,-2,-4,1.1,1,6,1614,-5
O=C(Nn1c(C2CCCCC2)nc2ccccc2c1=O)c1cc(Cl)ccc1[N+](=O)[O-],-4,-4,1,2,-5,1,3,0,1620,-10
O=C(NCCc1ccccc1)C1CCC(CNc2nc(=S)[nH]c3ccccc23)CC1 (stereo not given),-2,-3,1,-1,2,1,7,0,1509,-9
CCOC(=O)c1ccc(NC(=O)c2cccc(S(=O)(=O)N3CCOCC3)c2)cc1,-8,9,1.1,2,-2,0.9,14,5,1611,-16
COc1cc(-c2nnc(SCc3ccccc3Cl)o2)cc(OC)c1OC,3,4,1,3,-7,1,-6,-2,1454,0
Cc1ccc(CSC2=NCCN2C(=O)C2CC2)cc1,-2,6,1,5,-1,0.9,2,6,1419,-13
CCCCN(C(=S)NC(=O)c1ccccc1)c1c(N)n(Cc2ccccc2)c(=O)[nH]c1=O,1,7,1,-6,-3,0.9,6,-3,1457,-3
Cc1ccc(S(=O)(=O)N(CC(=O)N2CCC(C)CC2)Cc2ccccc2F)cc1,-5,5,1,5,-1,0.9,-1,-7,1529,-9
CNC(=O)c1sccc1SCc1c(Cl)cccc1Cl,-6,-1,1.1,6,-2,1,-5,2,1486,-11

structure,TNAP inh hiacc,bIAP inhibitor,TNAP act hiacc,PPARg SRC2 recr,HMGR II inh,bIAP act,PPARg SRC-1 ag,PPARg SRC3 recr,SRC2 TRFRET art,TNAP inh noacc
COc1ccc(NC(=O)CC2C(=O)N(c3cccc(OC)c3)C(=O)N2Cc2ccco2)cc1 (stereo not given),-2,-15,1,14,8,1.2,7,0,1602,-8
Cc1ccc2[nH]c(=O)c(C(c3nnnn3C3CCCC3)N3CCCc4ccccc43)cc2c1 (stereo not given),4,4,1,11,5,1,10,-2,1709,3
O=C(COc1ccc(S(=O)(=O)N2CCCCC2)cc1)NCc1ccccn1,0,-7,1,-1,-2,1.1,3,-1,1595,-3
COc1ccc(/C=N/NC(=O)CCCOc2ccc(Cl)cc2Cl)cc1,-3,10,1,4,-3,0.9,2,4,1689,-5
CC1C(c2ccccc2)=[N+]([O-])C2(CCCCC2)N1O (stereo not given),-7,8,1.1,6,-2,0.9,-2,12,1660,-2
O=C(/C=C/c1ccco1)Nc1ccccc1N1CCOCC1,-4,7,1,-10,1,0.9,-4,-2,1604,-10
COc1ccc([N+](=O)[O-])cc1NC(=O)CSCc1cc(C)cc(C)c1,2,5,1,-5,-1,0.9,6,2,1517,-11
COc1ccc(-n2nc3cc(C)c(NC(=O)C(C)C)cc3n2)cc1,-3,5,1,0,-2,1,8,-6,1690,-12
CC[n+]1cc(-c2ccccc2)nc(N2CCOCC2)n1,-6,23,1.1,0,1,0.8,-1,-8,1364,-8
Nc1[nH]n2c(=O)c3c(nc2c1N=Nc1ccc(Cl)cc1)CCCC3,26,8,0.7,-6,0,0.9,-6,-2,1464,18
CCOC(=O)CN1C(=O)C(O)(CC(=O)c2ccccn2)c2ccccc21 (stereo not given),2,12,1,-6,1,0.9,7,-9,1545,-6
C=CCn1c(=O)c2c(nc3n2CCS3)n(C)c1=O,6,2,0.9,8,-2,1,5,10,1488,-2
O=c1sc2ccccc2n1Cc1ccccc1,-4,13,1,3,-6,0.9,4,-4,1464,-8
CCOC(=O)N1CCN(c2cc(N)c([N+](=O)[O-])cc2F)CC1,13,16,0.9,1,-2,0.8,-3,-9,1425,10
O=C(c1noc2c1CCc1ccccc1-2)N1CCc2ccccc2C1,-7,6,1.1,5,-5,0.9,12,2,1650,2
O=C(Cc1ccc(Br)cc1)N1CCN(c2ccccn2)CC1,-1,2,1,4,3,1,-3,4,1555,-8
COc1ccc(CNC(=O)CSc2nnc(-c3ccc(NC(C)=O)cc3)n2C)cc1,-4,-3,1,-7,-1,1,1,2,1522,-6
CCCCC1CC(CSc2ncn[nH]2)OC1=O (stereo not given),-5,-5,1.1,-1,-8,1,6,8,1459,6
O=C(O/N=C(\c1ccccc1)c1ccccn1)c1ccc(Cl)c(Cl)c1,-7,15,1.1,2,0,0.8,5,13,1497,-9
CCCCN(C)CCNC(=O)c1ccc(Cn2c(=S)[nH]c3ccc(Br)cc3c2=O)cc1,-2,-16,1,2,-1,1.2,2,1,1704,-3
COC(=O)c1ccc(NC(=S)Nc2ccccc2)cc1,3,22,1,15,0,0.8,1,5,1732,12
CCCCSc1nc(SCC(=O)NCc2ccco2)c2c3c(sc2n1)COC(C)(CC)C3 (stereo not given),-4,6,1,7,0,0.9,5,2,1562,-9
COc1ccc(/C=C/C(=O)NCC2COc3ccccc3O2)cc1OC (stereo not given),-12,-23,1.1,-9,9.5*,1.2,-3,1,1360,-6
CCOc1cc(S(=O)(=O)N2CCC(C(N)=O)CC2)ccc1F,-3,14,1,6,-1,0.9,1,3,1234,-8
CCN(CC)c1ccc(C2C(C(=O)OC(C)C)C(=O)CC(C)(O)C2C(=O)OC(C)C)cc1 (stereo not given),-3,0,1,-2,-5,1,-2,5,1728,6
CCOC(=O)c1c(C)[nH]c(C)c1C(=O)CSc1nc2ccccc2c(=O)n1-c1ccc(C)cc1,-4,0,1,3,2,1,1,4,1575,-2
O=C(COc1ccc([N+](=O)[O-])cc1)N(Cc1ccccc1)Cc1ccccc1,1,6,1,1,-8,0.9,-6,4,1537,-2
O=C(Nc1cccc(-c2ccc3nncn3n2)c1)c1ccco1,0,0,1,6,-1,1,9,1,1574,-7

Profiles, quoted from the list:
Nc1[nH]n2c(=O)c3c(nc2c1N=Nc1ccc(Cl)cc1)CCCC3 across the screens: TNAP inh hiacc = 26; bIAP inhibitor = 8; TNAP act hiacc = 0.7; PPARg SRC2 recr = -6; HMGR II inh = 0; bIAP act = 0.9; PPARg SRC-1 ag = -6; PPARg SRC3 recr = -2; SRC2 TRFRET art = 1464; TNAP inh noacc = 18
O=C(O/N=C(\c1ccccc1)c1ccccn1)c1ccc(Cl)c(Cl)c1 across the screens: TNAP inh hiacc = -7; bIAP inhibitor = 15; TNAP act hiacc = 1.1; PPARg SRC2 recr = 2; HMGR II inh = 0; bIAP act = 0.8; PPARg SRC-1 ag = 5; PPARg SRC3 recr = 13; SRC2 TRFRET art = 1497; TNAP inh noacc = -9

Outcome played no part in choosing rows. About 1.6% of those tested had a hit in this group.
